Screens as filed in PubChem.
Avidin fluor: compound fluoresces at 488/530 nm on avidin beads; compound fluorescence 488/530 nm, flow cytometry; hits give high values; fluorescence (KMESF) at 10 µM; 220,000 tested, 0.38% active; AID 1775; in the data active = fluorescence above about 47; also: inactives centre near 10
RGS8-Gao: modulates binding of RGS8 to human Galphao. multiplexed bead flow cytometry; actives lie on both sides. AID 1423. 220,000 tested, 0.34% active. response (percent of control binding), % at 10 µM. P09471; in the data active = response below about 60% or above about 140%; inactive = in between;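 also: Galphao activated as the GDP aluminium fluoride complex binding bead-coupled RGS8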
Target sequence (P09471 whole entry, looked up): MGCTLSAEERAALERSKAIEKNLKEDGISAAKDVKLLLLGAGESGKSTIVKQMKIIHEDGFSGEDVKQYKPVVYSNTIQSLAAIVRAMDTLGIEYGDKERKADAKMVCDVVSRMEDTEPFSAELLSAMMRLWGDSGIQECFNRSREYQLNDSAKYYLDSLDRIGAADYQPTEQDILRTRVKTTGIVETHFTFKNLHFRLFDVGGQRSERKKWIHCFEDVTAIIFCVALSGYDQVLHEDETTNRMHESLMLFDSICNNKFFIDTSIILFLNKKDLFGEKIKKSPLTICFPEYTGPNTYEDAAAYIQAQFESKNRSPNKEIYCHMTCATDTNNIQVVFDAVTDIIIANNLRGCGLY
RGS4-Gao reg: modulates binding of RGS4 to human Galphao; 220,000 tested, 0.33% active; P09471; Multiplexed bead flow cytometry; actives lie on both sides; AID 1415; binding response (% of control), % at 10 µM; in the data active = binding response below about 49% or above about 150%; inactive = in between;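 also: fluorescent Galphao activated with aluminum fluoride binding bead-coupled RGS4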
ABCB1 inh: human ABCB1 inhibition, ABCG2 as counter-screen | P08183 | CCRF-Adr cells, JC-1 efflux, flow cytometry | inhibition, % at 6.6 µM | 190,000 tested, 0.067% active | AID 1326; in the data active = inhibition above about 40%;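 also: 0% = vehicle and 100% = reference inhibitor; higher value means more JC-1 retained so stronger ABCB1 efflux block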
RGS7-Gao: modulates binding of RGS7 to human Galphao | 220,000 tested, 0.35% active | binding response (% of control), % at 10 µM | Multiplexed bead flow cytometry; actives lie on both sides; in the data active = binding response below about 49% or above about 150%; inconclusive = no clear call, values can overlap the other calls; inactive = in between;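 also: fluorescent Galphao held in activated GDP-AlF4 state binding bead-coupled RGS7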
GSH bead fluor: GSH bead compound fluorescence profile | GSH beads flow cytometry, compound fluorescence 488/530 nm; hits give high values | fluorescence (KMESF) at 10 µM | 190,000 tested, 0.25% active | AID 1776; in the data active = fluorescence above about 89;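 also: glutathione beads carrying GST-tagged Bcl family fusion proteins plus one bare bead set; values are compound well signal with DMSO vehicle wells as background; inactives centre near 16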
ABCG2 inh: human ABCG2 inhibition, ABCB1 as counter-screen | inhibition, % at 6.6 µM | AID 1325 | 190,000 tested, 0.1% active | IgMXP3 cells, JC-1 efflux, flow cytometry;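 active = inhibition above 80%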;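 also: 0% = DMSO and 100% = nicardipine control wells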
Target sequence (Q9UNQ0 whole entry, looked up): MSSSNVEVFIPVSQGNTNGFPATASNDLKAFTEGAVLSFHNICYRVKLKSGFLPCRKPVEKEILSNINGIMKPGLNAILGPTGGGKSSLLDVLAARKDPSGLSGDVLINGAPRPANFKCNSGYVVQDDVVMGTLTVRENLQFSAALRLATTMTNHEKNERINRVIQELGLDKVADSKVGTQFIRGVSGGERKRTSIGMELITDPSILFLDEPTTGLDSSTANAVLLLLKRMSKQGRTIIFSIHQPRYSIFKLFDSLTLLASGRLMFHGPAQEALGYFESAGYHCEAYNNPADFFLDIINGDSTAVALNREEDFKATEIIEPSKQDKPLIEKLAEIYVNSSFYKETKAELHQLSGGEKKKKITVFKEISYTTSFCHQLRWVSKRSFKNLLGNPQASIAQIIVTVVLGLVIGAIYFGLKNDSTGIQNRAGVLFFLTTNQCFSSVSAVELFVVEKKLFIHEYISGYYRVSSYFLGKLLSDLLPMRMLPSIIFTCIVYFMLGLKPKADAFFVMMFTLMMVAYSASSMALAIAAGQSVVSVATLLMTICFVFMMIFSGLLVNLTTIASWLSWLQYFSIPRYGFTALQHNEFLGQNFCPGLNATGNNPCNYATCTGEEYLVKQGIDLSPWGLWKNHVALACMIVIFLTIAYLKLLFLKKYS
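Test system: ABCG2 IgMXP3 and barcoded ABCB1 CCRF-Adr cell mix; Schedule: cells with compound and JC-1, 10 min at 25 °C, rotating, no wash; Technique: flow cytometry of retained JC-1 fluorescence; Measure: % inhibition of efflux relative to nicardipine and DMSO; Controls: nicardipine high and DMSO low controls.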
Mcl1-Noxa inh: Mcl-1/Noxa interaction inhibition; Q07820; 220,000 tested, 1.5% active; AID 1022; TR-FRET Mcl-1/Noxa peptide binding, 2 h; inhibition, % at 21.7 µM;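 active = compounds that cut the protein-peptide binding signal by more than 50% relative to plate controls in a single-dose test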;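 also: His-tagged Mcl-1 with rhodamine Noxa BH3 peptide and terbium anti-His antibody; 0% = Mcl-1 plus Noxa peptide wells and 100% = peptide-only wells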
Pf gamet viab: kills late stage P. falciparum gametocytes. P. falciparum stage V gametocytes, ATP luminescence, 24 h. AID 743093. inhibition, % at 10.9 µM. 150,000 tested, 0.065% active;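 active = inhibition above the mean plus 3 SD of compounds within the control limits, set per campaign, cut at about 38% in these data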;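 also: 0% = DMSO wells and 100% = medium only without gametocytes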
Mcl-1 Bim block: disrupts Bim peptide binding to human Mcl-1; Q07820; Bead-based flow cytometry, Bim peptide-Mcl-1 binding; inhibition, % at 10 µM; 190,000 tested, 0.1% active; AID 1009; in the data active = inhibition above about 40%;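 also: 0% = no compound tracer wells and 100% = peptide blocker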
Mcl1 Bid PPI: Mcl-1/Bid interaction inhibition; TR-FRET Mcl-1/Bid-Dy647 peptide binding, 1536-well; inhibition, % at 21.7 µM; 220,000 tested, 0.97% active; AID 1021;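 active = compounds that cut the binding signal by more than half at the single screening dose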;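 also: His-tagged Mcl-1 with europium anti-His antibody binding Bid BH3 peptide; 0% = Mcl-1 plus peptide wells and 100% = peptide-only wells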
An asterisk follows results filed as active; ? = inconclusive; · = not tested or not shown.

SMILES	Avidin fluor	RGS8-Gao	RGS4-Gao reg	ABCB1 inh	RGS7-Gao	GSH bead fluor	ABCG2 inh	Mcl1-Noxa inh	Pf gamet viab	Mcl-1 Bim block	Mcl1 Bid PPI
Cc1ccc(NC(=O)c2cccc(OCc3c(C)noc3C)c2)cc1S(=O)(=O)Nc1ccccc1Cl	15	103.8	105.4	0.2	99.1	12	0.3	4.8	-24.6	0.0	-16.6
COc1ccc(C(=O)c2cnc(C(C)C)n2C)cc1	16	103.9	103.4	0.1	100.8	9	0.0	-3.8	11.8	0.0	3.3
CC(C)(C)NC(=O)C(c1ccncc1)N(Cc1ccco1)C(=O)c1ccc(-c2ccccc2)[nH]1 (stereo unspecified)	13	101.0	98.9	1.6	94.0	13	7.7	7.6	10.6	0.0	-2.4
O=C(NCc1ccco1)c1cc2ccc(O)cc2oc1=O	17	100.7	99.7	0.1	99.0	21	0.3	56.0*	30.4	0.0	-74.9
COc1ccc(OC)c(-n2c(C)nc3cc(C(=O)O)ccc32)c1	22	100.0	92.2	0.3	97.8	7	0.8	8.4	-3.6	1.0	-75.9
Cc1cccc(S(=O)(=O)NCCc2cn3ccccc3n2)c1	11	107.9	103.0	0.2	109.2	18	0.8	-1.6	-0.1	-1.0	-52.8
COc1ccccc1N/C=C(\C#N)c1nc2ccccc2[nH]1	6	86.2	97.6	0.7	97.5	10	4.9	2.7	14.3	0.0	-12.4
NC(=O)CC(NC(=O)c1ccccc1)c1ccc(NC2CCCCC2)c([N+](=O)[O-])c1 (stereo unspecified)	20	99.9	103.3	·	?	·	·	-2.5	16.2	·	-23.1
O=C(Nc1ccc(N2CCCCC2)cc1)c1ccc(F)cc1	14	100.0	103.0	-2.5	111.0	23	-3.5	3.4	-39.2	0.0	-15.3
CC1CCCC(NC(=O)CC2Nc3ccccc3NC2=O)C1C (stereo unspecified)	14	102.5	103.1	0.6	106.9	16	4.2	15.7	·	-1.0	-32.9
O=c1cc(O)n(-c2ccc(F)cc2)c(=S)[nH]1	26	99.5	99.5	-0.9	102.3	22	-11.4	31.2	4.9	-10.0	7.2
CC1(C)CC(=O)c2cnc3nc4ccccc4n3c2C1	10	106.1	103.1	0.1	104.7	17	1.0	15.4	-7.5	-4.0	-6.9
Clc1ccc2oc(-c3ccccc3)nc2c1	33	99.1	91.7	0.3	94.4	20	1.8	-9.7	·	-4.0	-7.2
Cc1cc(/C=c2/sc3nc4ccccc4n3c2=O)c(C)n1-c1ccccn1	29	97.9	96.2	2.7	93.5	13	6.5	9.5	-20.5	0.0	-86.9
O=C(NC1CCS(=O)(=O)C1)N1CCCCC1 (stereo unspecified)	16	101.5	104.7	0.0	100.2	48	-0.1	5.4	·	-1.0	-4.1
O=C(Cn1cc([N+](=O)[O-])cn1)N1CCc2ccccc21	37	99.8	99.8	0.5	98.9	19	3.3	-2.8	·	0.0	-4.7
CC(=O)N/C(=C\c1ccccc1)C(=O)NCc1ccc2c(c1)OCO2	10	93.5	89.2	-0.2	91.2	12	9.0	9.5	-1.7	2.0	-20.5
CC1CCCCC12NC(=O)N(CC(=O)NCc1ccc3c(c1)OCO3)C2=O (stereo unspecified)	27	105.5	107.9	0.8	110.0	15	0.6	10.0	·	-1.0	-6.3
O=C(Nc1ccc(F)cc1)N1CCN(c2nc3ccccc3s2)CC1	8	101.0	97.6	0.7	98.9	14	1.1	7.8	·	-1.0	-15.5
COc1nc(-c2cccs2)cc(-c2ccc(C)cc2)c1C#N	7	99.1	96.8	0.9	96.1	7	5.3	1.6	12.5	-1.0	-7.6
Cc1cccc(NC(=O)CSc2nnc(CNC(=O)c3ccc(S(=O)(=O)N(C)C)cc3)n2-c2cccc(C)c2)c1	8	89.0	95.1	0.5	89.0	9	3.5	4.7	13.2	-1.0	-4.2
CC1CCN(S(=O)(=O)c2cc(C(=O)N3CCN(c4ncccn4)CC3)ccc2Br)CC1	15	102.2	100.0	1.1	101.5	9	3.3	11.6	·	0.0	-17.4
CCc1ccc2[nH]c(=O)c(CN(Cc3ccccc3OC)Cc3nnnn3Cc3ccco3)cc2c1	15	96.5	99.5	6.7	96.0	23	3.2	16.2	·	-3.0	4.2
C=C(C)c1cccc(C(C)(C)NC(=O)NC(c2ccccc2)c2ccc(OC)cc2)c1 (stereo unspecified)	18	102.3	102.3	1.3	102.8	9	10.0	18.1	-17.2	-7.0	-5.9
CCCCC(=O)Nc1ccc(NC(=O)c2ccccc2OC)cn1	9	97.0	96.5	0.6	99.0	6	1.7	13.3	·	1.0	-3.3
COc1ccccc1/C=N/NC(=O)c1cccc(NC(=O)c2ccccc2Cl)c1	6	102.3	101.0	-1.2	103.7	9	-5.0	12.7	6.6	-1.0	-8.7
COC(=O)c1ccc(C2C(Oc3ccccc3C)C(=O)N2CCc2ccc(OC)c(OC)c2)cc1 (stereo unspecified)	35	98.9	99.1	2.7	93.9	13	6.0	7.3	·	-2.0	6.4
COc1cc(NC(=O)CCn2c(=O)[nH]c3ccsc3c2=O)cc(OC)c1	21	99.1	100.8	0.0	99.2	11	1.0	-0.6	·	-7.0	-10.3
Cc1ccc(S(=O)(=O)c2nc(Nc3ccccc3N3CCOCC3)sc2Cl)cc1	19	98.1	88.2	2.2	94.5	10	3.1	2.8	·	-1.0	-40.8
Cc1cc(=O)[nH]c(SCc2cc(=O)n3nc(C)sc3n2)n1	5	101.7	102.0	-0.2	101.2	26	-1.4	6.4	·	0.0	-18.5
Cc1cc(C)c(C(=O)CN2C(=O)NC3(CCCCCC3)C2=O)cc1C	9	101.2	102.2	1.7	100.9	17	2.7	2.6	-7.8	1.0	7.4
O=C(C1CCN(C2CCN(Cc3ccc4c(c3)CCO4)CC2)CC1)N1CCOCC1	1	101.4	110.2	-1.5	100.2	13	-3.5	-14.2	-0.2	-4.0	-16.6
Cc1ccc2c(c1)N(CC(=O)NC1CCCCC1C)C(=O)CO2 (stereo unspecified)	13	65.0	81.8	1.1	80.0	27	7.7	-13.6	-11.2	2.0	-11.8
CCCCC1=CC2=C(c3ccco3)C(=O)C(C)(OC(=O)c3ccc(OC)cc3)C(=O)C2=CN1Cc1ccccc1 (stereo unspecified)	11	99.3	97.3	·	?	·	·	20.3	14.5	·	-29.4
Cc1cc(C)c2c(N)c(C(=O)c3ccccc3)sc2n1	10	100.8	99.4	·	?	·	·	14.5	-3.4	·	-1.3
CCCCn1c(SCc2nc(N)nc(N3CCCCC3)n2)nc2c1c(=O)n(C)c(=O)n2C	1	78.9	93.3	-0.2	96.3	19	-3.5	-14.9	-28.8	0.0	5.6
Cc1c(Cl)c([N+](=O)[O-])nn1CC(=O)NC12CC3CC(CC(C3)C1)C2	13	101.7	101.1	0.5	101.1	21	1.2	2.0	·	-1.0	-6.1
COCCCNC(=O)/C=C/c1ccc(Cl)cc1	6	99.7	101.3	0.5	100.3	26	3.4	-4.4	-6.3	-3.0	-13.7
CCC(=O)Nc1cc(Cl)ccc1C(=O)O	4	87.1	90.3	0.1	97.5	5	0.2	-1.4	-10.5	-2.0	-21.5
Cc1nn(Cc2ccccc2)c(Cl)c1C(=O)OCc1nnc(-c2ccccc2)o1	7	98.4	92.1	1.0	92.3	6	2.5	15.3	3.9	1.0	-17.4
CC(=O)Nc1ccc(C(=O)/C=C/c2ccc[nH]2)cc1	4	106.3	110.0	·	?	·	·	15.7	17.9	·	-85.7
Cn1c(/C(C#N)=C/C2CC=CCC2)nc2ccccc21 (stereo unspecified)	5	85.8	89.9	0.1	91.1	7	0.1	10.2	·	-2.0	2.3
COc1ccc(C(CCN(Cc2ccc(OC)c(OC)c2)C(=O)CCl)c2ccccc2)cc1 (stereo unspecified)	12	99.9	100.4	0.3	101.9	18	0.1	10.2	-10.7	-2.0	14.0
CN1CCN(C(=O)CN(Cc2ccccc2)S(C)(=O)=O)CC1	2	127.2	103.4	-0.4	101.0	16	0.1	-2.2	18.2	-2.0	-25.2
CCOC(=O)C1CCN(C(=O)CNS(=O)(=O)c2ccc(Br)s2)CC1	8	103.8	106.1	0.5	109.6	5	3.0	-23.6	-19.2	0.0	-13.3
COc1ccc(OC)c(CN2CCCC(CO)C2)c1 (stereo unspecified)	10	101.0	100.9	0.2	98.0	15	1.2	-5.5	15.9	-2.0	-10.2
O=C(c1cnn2c(C(F)F)cc(-c3ccccc3)nc12)N1CCSCC1	5	96.6	99.0	0.0	100.9	28	8.0	15.5	7.6	·	-5.1
O=S(NC1CCCCC1)C12CC3CC(CC(C3)C1)C2 (stereo unspecified)	15	102.0	105.1	0.1	108.0	10	-0.1	1.1	14.9	-2.0	8.7
CCN1CCN(S(=O)(=O)c2cccc3nsnc23)CC1	10	98.8	99.9	-0.2	97.7	10	-0.4	5.9	9.3	0.0	-25.3
Nc1nnc(N2CCc3ccccc32)s1	8	101.9	103.8	-0.9	101.2	19	-0.1	6.5	·	0.0	-26.7
Cc1ccc(C)c(NC(=O)c2cccc(Oc3ccc([N+](=O)[O-])cc3Cl)c2)c1	11	101.5	105.0	2.4	102.2	11	48.2	5.9	6.9	-2.0	-4.6
O=C(CN1C(=O)C2C3C=CC(C3)C2C1=O)Nc1nc(SCc2ccc(Cl)cc2)n[nH]1 (stereo unspecified)	8	99.7	101.2	0.1	94.8	60	0.5	-5.3	·	0.0	-27.4
COc1ccc(N2CCN(C(=O)c3ccc(NS(=O)(=O)c4ccc(F)cc4)cc3)CC2)cc1	14	91.3	93.4	-3.1	91.9	25	0.9	14.2	·	1.0	-11.1
Cc1cc(Nc2ccccc2)nc(-c2ccccc2O)n1	9	94.5	85.8	0.6	97.9	60	12.5	25.4	6.0	2.0	7.5
CC(C)N1CC2(c3ccccc3)CN(C(C)C)CC(c3ccccc3)(C1)C2=O	7	110.6	114.6	0.5	110.6	23	1.1	-0.7	·	0.0	-0.2
c1cnc2c(OCc3cn4cccnc4n3)cccc2c1	9	100.0	97.7	0.7	103.4	17	3.9	11.8	·	2.0	-52.3
O=C(CN1CCC(C(O)(c2ccccc2)c2ccccc2)CC1)Nc1cc(Cl)ccc1Cl	8	106.3	101.2	0.0	106.3	5	-0.3	-0.7	-24.4	-1.0	-1.0
CCCn1c(=O)[nH]c(=O)c2c1nc(-c1ccc(OC)c(Br)c1)n2CCOC	13	98.2	93.5	1.0	95.5	13	23.5	-3.2	·	-3.0	-27.3

An unsorted share of the library, and some 3.3% of all compounds hit somewhere here.
